Screens (PubChem BioAssay)
Mdm2 ligase inh: MDM2-luciferase reporter signal enhancers, primary screen, MDM2 E3 ligase inhibitor project, cell-based, luminescence, 1536-well | AID 1230, 2008 | cell-based MDM2 ubiquitination luciferase reporter, 2 h; 0 = plate control, 100 = twice control, blank-subtracted | signal enhancement, % at 5 µM | actives 0.11% (n = 210,000) | E3 ubiquitin-protein ligase Mdm2 (Homo sapiens), Q00987;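 active = signal enhancement of 30% or more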;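 note: luminescence tracks abundance of the self-degrading MDM2-luciferase fusion protein; higher signal means inhibition of MDM2 E3 ligase activity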
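test system = mammalian cells stably expressing self-ubiquitinating, self-degrading MDM2 E3–luciferase fusion | quantity = 2000 cells/well | incubation = cell settling 4 h, compound treatment 2 h, both 37 °C | signal = luminescence with SteadyLite reagent, 15 min at room temperature | evaluation = % enhancement relative to plate controls after blank subtraction | benchmarks = plate controls and plate blanks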
EBV gp42 block: Epstein-Barr virus gp42 inhibitors, primary screen, biochemical, uHTS, fluorescence polarization. Fluorescence polarization binding assay, mP read-out. inhibition, % (tested at 21.74 µM). actives 0.42% (n = 220,000). AID 1085, 2008; in the data active = inhibition above about 50%
Target sequence (Q1HVG2 whole entry, looked up): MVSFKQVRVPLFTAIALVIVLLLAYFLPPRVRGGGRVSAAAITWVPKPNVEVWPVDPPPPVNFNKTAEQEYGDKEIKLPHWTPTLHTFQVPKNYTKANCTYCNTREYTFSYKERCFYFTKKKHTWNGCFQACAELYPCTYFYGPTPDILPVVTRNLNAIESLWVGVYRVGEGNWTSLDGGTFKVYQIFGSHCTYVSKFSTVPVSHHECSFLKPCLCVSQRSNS
CHOP inhibitor: inhibitors of CHOP promoter induction, primary screen, cell-based, unfolded protein response, luciferase reporter. actives 3.8% (n = 220,000). inhibition, % at 10 µM. CHO-K1 CHOP-promoter luciferase, tunicamycin-induced, 15-18 h;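 active = compounds that reduced the stress-induced luciferase reporter signal by more than about 70% of percent inhibition, limit read from the data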;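 note: 0% = tunicamycin plus vehicle and 100% = wells without tunicamycin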
TRPML3 agonist: human TRPML3 channel agonists, primary screen, cell-based, HEK293 TRPML3-YFP, Fluo-8 calcium fluorescence, 3 µM; 100% = the carbachol control signal; Mucolipin-3 (Homo sapiens), Q8TDD5; activation, % at 3 µM; actives 0.29% (n = 220,000);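 active = activation above its plate's cutoff, the mean activation of the plate's test wells plus 3 SD, cut at about 12% in these data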;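 note: 0% = DMSO only wells and 100% = carbachol wells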
Target sequence (Q8TDD5 whole entry, looked up): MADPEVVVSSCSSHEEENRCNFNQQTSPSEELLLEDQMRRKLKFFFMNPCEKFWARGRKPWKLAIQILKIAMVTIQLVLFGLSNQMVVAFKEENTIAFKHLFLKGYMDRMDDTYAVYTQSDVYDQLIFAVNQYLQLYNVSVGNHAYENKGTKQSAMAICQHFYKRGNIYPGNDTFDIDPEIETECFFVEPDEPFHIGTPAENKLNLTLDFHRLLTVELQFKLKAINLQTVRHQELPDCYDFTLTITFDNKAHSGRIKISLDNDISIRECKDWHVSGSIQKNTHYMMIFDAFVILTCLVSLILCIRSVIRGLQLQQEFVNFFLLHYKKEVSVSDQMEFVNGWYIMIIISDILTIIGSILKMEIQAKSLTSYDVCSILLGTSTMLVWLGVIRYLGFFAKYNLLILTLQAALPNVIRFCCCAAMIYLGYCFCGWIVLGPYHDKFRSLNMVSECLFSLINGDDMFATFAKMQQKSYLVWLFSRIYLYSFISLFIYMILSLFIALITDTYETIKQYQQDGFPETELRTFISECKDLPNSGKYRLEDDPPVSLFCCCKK
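Test system: HEK293 cells stably carrying human TRPML3-YFP; Doses: single dose, 3 µM final nominal compound, 0.3% DMSO final; Schedule: dye loading 1 h 37 °C then 30 min ambient, 125 s read; Technique: Fluo-8 calcium fluorescence; Benchmarks: high control carbachol 87 µM, low control DMSO.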
p47phox inh: p47phox/p22phox peptide binding inhibitors, primary screen, biochemical, uHTS, NADPH oxidase regulatory subunit. Neutrophil cytosol factor 1 (Homo sapiens), P14598. fluorescence polarization, 2 h. inhibition, % at 24.7 µM. actives 0.53% (n = 220,000);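 active = inhibition above about 30%, limit read from the data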;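 note: 0% = p47phox with labelled peptide and 100% = labelled peptide alone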
zfTRPN1 agonist: zebrafish TRPN1 channel agonists, primary screen, cell-based, HEK293, calcium fluorescence | transient receptor potential cation channel N1 (TRPN1/NompC), Danio rerio | HEK293 zebrafish TRPN1-YFP, Fluo-8 calcium fluorescence; 100% = response to 87 µM carbachol | activation, % at 3 µM | actives 0.18% (n = 220,000) | AID 1424, 2008;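 active = activation above its plate's cutoff, the mean activation of test wells on that plate plus 3 SD, cut at about 19% in these data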;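 note: 0% = DMSO alone and 100% = 87 µM carbachol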
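Assay system: Zebrafish TRPN1-YFP in HEK293 cells | Incubation: Dye loading 1 h at 37 °C, then 30 min room temperature | Measured by: Kinetic Fluo-8 fluorescence, ex 470-495, em 515-575 nm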
PPC-1+TRAIL kill: compounds killing PPC-1 cancer cells with TRAIL present, primary screen, TRAIL potentiator project, ATPLite luminescence, uHTS; actives 0.41% (n = 220,000); cell killing (% activity), % at 4 µM; PPC-1 cells + TRAIL, ATPLite viability luminescence; AID 1443, 2008;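 active = cell killing above 50% in the first pass at 4 µM, then a duplicate retest at 5 µM averaging 50% or more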;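 note: plate controls were cells with TRAIL plus DMSO for no effect and medium-only wells lacking cells for full effect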
TNF death inh: inhibitors of TNF-alpha triggered necroptosis, primary screen, cell-based, Jurkat FADD-/-, single concentration. Jurkat FADD-/- TNF necroptosis rescue, ATP luminescence, 24 h; 0 = TNF only, 100 = no-TNF cells. activation (protection from cell death), % at 10 µM. actives 0.068% (n = 220,000). AID 463075, 2010;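 active = activation, meaning protection from cell death, of at least 50% relative to plate controls; inactive = activation below 50%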;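 note: necroptosis triggered by 40 ng/mL TNF-alpha added together with compound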
Runt-SMMHC FRET: inhibitors of RUNX1 Runt–CBFb-SMMHC binding, primary screen, biochemical, FRET, Cerulean-Runt, Venus-CBFb-SMMHC, uHTS | Runt-related transcription factor 1 (Homo sapiens) + Core-binding factor subunit beta … | Cerulean-Runt/Venus-CBFb-SMMHC FRET ratio 530/480, 1 h | inhibition, % at 20 µM | actives 0.74% (n = 220,000) | AID 1434, 2008;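 active = mean inhibition across duplicate retests at 20 µM reaching about 50%, limit read from the data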;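 note: 0% = DMSO wells and 100% = wells with excess untagged CBFb-SMMHC; inhibitors lower the FRET ratio by blocking Runt binding to CBFb-SMMHC; some results filed as inactive read as strong as hits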
Active calls of the source: *; [ ] = remark or other dose. This is a random part of the collection; any-hit rate near 5.9%.

Start of the data: the first 2 records (preview)
O=C(CCc1nc2ccccc2c(=O)[nH]1)OCC(=O)c1cccc(Cl)c1 was read as Mdm2 ligase inh 14.6, EBV gp42 block -18.6, CHOP inhibitor 4.3, TRPML3 agonist 0.9, p47phox inh -19.3, zfTRPN1 agonist 1.5, PPC-1+TRAIL kill 16.4, TNF death inh 1.2 and Runt-SMMHC FRET -5.9.
For O=C(Nc1ccc(NC(=O)c2cc3ccccc3o2)cc1)c1ccc2c(c1)OCCO2 the results were Mdm2 ligase inh -7.8, EBV gp42 block -1.7, CHOP inhibitor 72.4*, TRPML3 agonist 1.3, p47phox inh -23.8, zfTRPN1 agonist 0.4, PPC-1+TRAIL kill 1.4, TNF death inh 2.2 and Runt-SMMHC FRET -3.1.

Main list, from the start:
O=C(CCc1nc2ccccc2c(=O)[nH]1)OCC(=O)c1cccc(Cl)c1 was read as Mdm2 ligase inh 14.6, EBV gp42 block -18.6, CHOP inhibitor 4.3, TRPML3 agonist 0.9, p47phox inh -19.3, zfTRPN1 agonist 1.5, PPC-1+TRAIL kill 16.4, TNF death inh 1.2 and Runt-SMMHC FRET -5.9.
For O=C(Nc1ccc(NC(=O)c2cc3ccccc3o2)cc1)c1ccc2c(c1)OCCO2 the results were Mdm2 ligase inh -7.8, EBV gp42 block -1.7, CHOP inhibitor 72.4*, TRPML3 agonist 1.3, p47phox inh -23.8, zfTRPN1 agonist 0.4, PPC-1+TRAIL kill 1.4, TNF death inh 2.2 and Runt-SMMHC FRET -3.1.
CCOc1ccccc1/C=C(\C#N)C(=O)Nc1cccc(C(=O)O)c1 was read as EBV gp42 block -18.1, CHOP inhibitor -25.5, TRPML3 agonist 0.7, p47phox inh -21.9, zfTRPN1 agonist 1.2, PPC-1+TRAIL kill 4.0, TNF death inh 1.0 and Runt-SMMHC FRET -4.0.
For CCOc1ccc(C2c3c(oc4ccccc4c3=O)C(=O)N2c2ccc(C)cn2)cc1OC (configuration not stated) the results were Mdm2 ligase inh -1.6, EBV gp42 block -0.6, CHOP inhibitor 40.3, TRPML3 agonist -0.5, p47phox inh 7.3, zfTRPN1 agonist 1.6, PPC-1+TRAIL kill 2.6, TNF death inh -2.0 and Runt-SMMHC FRET 1.0.
COc1ccc(N2CCN(C(CNC(C)=O)c3ccco3)CC2)cc1 (configuration not stated) was read as Mdm2 ligase inh -7.2, EBV gp42 block -2.6, CHOP inhibitor 0.5, TRPML3 agonist 1.1, p47phox inh 4.1, zfTRPN1 agonist 0.7, PPC-1+TRAIL kill 15.7, TNF death inh -0.6 and Runt-SMMHC FRET -0.3.
For Cc1cc(C)n(-c2nc(N(C)C)nc(N3CCOCC3)n2)n1 the results were Mdm2 ligase inh -24.5, EBV gp42 block 8.9, CHOP inhibitor 1.7, TRPML3 agonist -0.3, p47phox inh -1.8, zfTRPN1 agonist -0.7, PPC-1+TRAIL kill -13.5, TNF death inh 0.6 and Runt-SMMHC FRET -2.5.
FC(F)(F)c1cc(Oc2ccccc2)nc(-c2ccccn2)n1 was read as Mdm2 ligase inh -14.0, EBV gp42 block 1.1, CHOP inhibitor 39.3, TRPML3 agonist -1.2, p47phox inh 0.7, zfTRPN1 agonist -1.4, PPC-1+TRAIL kill -1.2, TNF death inh -4.7 and Runt-SMMHC FRET -3.2.
For COc1cccc(OC)c1C(=O)Nn1c(C2CCC2)nc2ccccc2c1=O the results were Mdm2 ligase inh -3.0, EBV gp42 block 7.9, CHOP inhibitor 6.6, TRPML3 agonist 0.4, p47phox inh 5.1, zfTRPN1 agonist 0.7, PPC-1+TRAIL kill 26.8, TNF death inh -3.6 and Runt-SMMHC FRET 1.1.
For CC(=O)c1sc(N2CCOCC2)nc1-c1ccccc1 the results were Mdm2 ligase inh -0.5, EBV gp42 block -22.7, CHOP inhibitor -12.6, TRPML3 agonist 0.7, p47phox inh 2.2, zfTRPN1 agonist 1.4, PPC-1+TRAIL kill -1.5, TNF death inh 5.7 and Runt-SMMHC FRET 1.9.
Screening COc1cc2[nH]c3c(=O)n(CCN4CCCCC4)cnc3c2cc1OC returned Mdm2 ligase inh -14.5, EBV gp42 block 5.7, CHOP inhibitor 3.9, TRPML3 agonist -0.7, p47phox inh -0.1, zfTRPN1 agonist 0.7, PPC-1+TRAIL kill -14.2, TNF death inh 2.9 and Runt-SMMHC FRET -1.8.
For Cc1ccc(-n2c(Cc3cccn3C)nnc2SCC(=O)Nc2nnc(C)s2)cc1 the results were Mdm2 ligase inh -19.9, EBV gp42 block -28.0, CHOP inhibitor -55.5, TRPML3 agonist 0.1, p47phox inh -1.2, zfTRPN1 agonist 1.6, PPC-1+TRAIL kill 8.7, TNF death inh -0.7 and Runt-SMMHC FRET 6.6.
Screening COc1ccc([N+](=O)[O-])cc1NC(=S)NC(NC(=O)C(c1ccccc1)c1ccccc1)C(Cl)(Cl)Cl (configuration not stated) returned Mdm2 ligase inh -3.1, EBV gp42 block -11.0, CHOP inhibitor 72.8*, TRPML3 agonist 0.3, p47phox inh -49.3, zfTRPN1 agonist 1.0, PPC-1+TRAIL kill 15.5, TNF death inh -16.3 and Runt-SMMHC FRET 1.0.
For Cc1cc(-c2c(C(=O)N3CCOCC3)c(C)nn2-c2ccccc2)no1 the results were Mdm2 ligase inh -14.6, EBV gp42 block -4.6, CHOP inhibitor -2.5, TRPML3 agonist -0.4, p47phox inh -3.9, zfTRPN1 agonist 1.4, PPC-1+TRAIL kill 15.3, TNF death inh 1.1 and Runt-SMMHC FRET -0.9.
COc1cc(NC(=O)CN2CCN(Cc3ccc4c(c3)OCO4)CC2)cc(OC)c1 was read as Mdm2 ligase inh -1.1, EBV gp42 block -9.8, CHOP inhibitor 2.0, TRPML3 agonist 0.6, p47phox inh 5.2, zfTRPN1 agonist -0.4, PPC-1+TRAIL kill -2.1, TNF death inh -0.5 and Runt-SMMHC FRET -1.6.
For Cc1ccccc1-c1nnn(CC(=O)c2ccc(S(=O)(=O)N3CCCC3)cc2)n1 the results were Mdm2 ligase inh -13.5, EBV gp42 block -36.0, CHOP inhibitor 76.0*, TRPML3 agonist 1.0, p47phox inh -19.7, zfTRPN1 agonist 0.0, PPC-1+TRAIL kill 2.6, TNF death inh -0.7 and Runt-SMMHC FRET 12.7.
For COc1cc(NC(=O)c2cnn3c(C)cc(C)nc23)c(OC)cc1Cl the results were Mdm2 ligase inh -20.4, EBV gp42 block -24.6, CHOP inhibitor 3.4, TRPML3 agonist 0.5, p47phox inh -14.7, zfTRPN1 agonist 1.3, PPC-1+TRAIL kill -4.0, TNF death inh 0.4 and Runt-SMMHC FRET -1.2.
For O=C(c1n[nH]c(=O)c2ccccc12)N1CCN(C2c3ccccc3-c3ccccc32)CC1 the results were Mdm2 ligase inh -22.8, EBV gp42 block 1.7, CHOP inhibitor 15.7, TRPML3 agonist -0.1, p47phox inh -4.7, zfTRPN1 agonist 0.4, PPC-1+TRAIL kill -1.2, TNF death inh -10.9 and Runt-SMMHC FRET 1.1.
`CC(C)Cn1cc(C(=O)NCCCN2CCCC2=O)c2c3ccccc3n(C)c2c1=O` gave Mdm2 ligase inh -10.0, TRPML3 agonist 0.2, zfTRPN1 agonist 1.3, PPC-1+TRAIL kill -16.8, TNF death inh -1.3 and Runt-SMMHC FRET 6.3.
Cc1nnc(NC(=O)c2ccc(S(=O)(=O)N3CCc4ccccc4C3)cc2)o1 was read as Mdm2 ligase inh 0.0, EBV gp42 block -7.6, CHOP inhibitor 14.5, TRPML3 agonist 0.5, zfTRPN1 agonist -1.5, PPC-1+TRAIL kill 11.8, TNF death inh 0.2 and Runt-SMMHC FRET -0.3.
`O=C(Cn1c(=O)oc2ccccc21)c1ccccc1` gave Mdm2 ligase inh 0.3, EBV gp42 block -6.2, CHOP inhibitor 32.1, TRPML3 agonist -0.6, p47phox inh -2.1, zfTRPN1 agonist -0.5, PPC-1+TRAIL kill 21.9, TNF death inh -2.0 and Runt-SMMHC FRET -6.2.
CC(Sc1nnnn1C)C(=O)Nc1ccccc1-c1ccccc1 (configuration not stated) was read as Mdm2 ligase inh -14.2, EBV gp42 block -2.3, CHOP inhibitor 8.8, TRPML3 agonist 0.7, p47phox inh 5.7, zfTRPN1 agonist -0.3, PPC-1+TRAIL kill -0.3, TNF death inh 0.6 and Runt-SMMHC FRET -1.0.
CCOC(=O)c1cc(-c2ccccc2)sc1NC(=O)c1ccc(OC)cc1 was read as Mdm2 ligase inh -21.7, EBV gp42 block -20.1, CHOP inhibitor 24.5, TRPML3 agonist -0.4, p47phox inh -2.7, zfTRPN1 agonist 1.1, PPC-1+TRAIL kill 20.6, TNF death inh -3.1 and Runt-SMMHC FRET 20.5.
`CCCc1cc(=O)[nH]c(SCc2cc(Cl)ccc2OC(F)F)n1` gave Mdm2 ligase inh -13.4, EBV gp42 block -13.6, CHOP inhibitor 30.4, TRPML3 agonist -1.4, p47phox inh -5.8, zfTRPN1 agonist -1.9, PPC-1+TRAIL kill 20.9, TNF death inh -3.1 and Runt-SMMHC FRET -3.5.
Screening COc1ccc(C(=O)NNC(=O)c2ccccn2)cc1 returned Mdm2 ligase inh -93.4, EBV gp42 block -20.8, CHOP inhibitor 104.3*, TRPML3 agonist -0.1, p47phox inh -0.2, zfTRPN1 agonist -0.5, PPC-1+TRAIL kill 85.6*[5 µM], TNF death inh 0.5 and Runt-SMMHC FRET -1.5.
O=C(c1c(O)c2ccccc2oc1=O)C1CCCCC1 was read as Mdm2 ligase inh -23.5, EBV gp42 block -2.6, CHOP inhibitor -21.4, TRPML3 agonist 0.9, p47phox inh -14.2, zfTRPN1 agonist 0.7, PPC-1+TRAIL kill -30.4, TNF death inh -0.8 and Runt-SMMHC FRET 2.2.
Screening COc1ccc(NC2c3ccccc3C(=O)N2c2cccnc2)cc1Cl (configuration not stated) returned Mdm2 ligase inh -6.4, EBV gp42 block -25.1, CHOP inhibitor 6.5, TRPML3 agonist -0.2, p47phox inh -6.0, zfTRPN1 agonist -0.6, PPC-1+TRAIL kill 10.6, TNF death inh -0.2 and Runt-SMMHC FRET 0.1.
